Screens from PubChem BioAssay.
IDH1 mut inh – blocks human IDH1 R132H reductase activity | AID 624101 | diaphorase/resazurin fluorescence, 60 min | O75874 | inhibition, % at 10 µM | 70,000 compounds, 0.18% hits; in the data active means inhibition above about 34%;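 further: 0% = DMSO and 100% = no enzyme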
Target sequence (O75874 whole entry R132H): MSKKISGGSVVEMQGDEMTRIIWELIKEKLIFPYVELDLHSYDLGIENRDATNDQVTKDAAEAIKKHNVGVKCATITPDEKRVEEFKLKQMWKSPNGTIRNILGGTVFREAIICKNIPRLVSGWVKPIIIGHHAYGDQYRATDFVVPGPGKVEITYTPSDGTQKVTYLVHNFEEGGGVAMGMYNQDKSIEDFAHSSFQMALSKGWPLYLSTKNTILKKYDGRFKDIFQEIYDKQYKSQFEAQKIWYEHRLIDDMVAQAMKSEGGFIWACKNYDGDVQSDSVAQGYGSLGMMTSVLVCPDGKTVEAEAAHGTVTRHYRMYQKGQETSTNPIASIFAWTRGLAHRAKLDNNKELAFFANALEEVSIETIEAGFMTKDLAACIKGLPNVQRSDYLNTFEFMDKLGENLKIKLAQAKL
PRC2 inh – inhibitors of human EZH2/PRC2 methyltransferase; Q15910; PRC2 H3K27 methylation, DELFIA TRF, 1 h; inhibition, % at 12.5 µM; 57,000 compounds, 0.35% hits; AID 651548;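 active means mean inhibition of replicates at least 50% and every single replicate also reaching 50%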;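 further: dimethyl H3K27 on biotinylated H3 21-44 peptide detected by antibody; plate controls were median neutral control wells for no effect and median positive control wells for full effect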
* = called active by the depositor; · = no result given; & = joins results of further samples.

SMILES,PRC2 inh,IDH1 mut inh
O=C(N[C@@H]1CC[C@@H](CC(=O)N2CCc3ccccc3C2)O[C@H]1CO)C1CCOCC1,13,-0.9
C[C@H](CO)N1C[C@H](C)[C@@H](CN(C)CC2CCOCC2)Oc2ncc(C#Cc3ccc(F)cc3)cc2C1=O,-21,-0.1
Cc1noc(C)c1S(=O)(=O)Nc1ccc2c(c1)CC(=O)N([C@@H](C)CO)C[C@H](C)[C@H](CN(C)Cc1ccccc1)O2,5,0.9
C[C@H](CO)N1C[C@H](C)[C@H](CN(C)C)Oc2ccc(NS(=O)(=O)c3ccccc3)cc2CC1=O,·,2.7
COc1cc(/C=C/c2cc(O)cc(O[C@@H]3O[C@H](CO)[C@@H](O)[C@H](O)[C@H]3O)c2)ccc1O[C@@H]1O[C@H](CO)[C@@H](O)[C@H](O)[C@H]1O,28,0.4
Cc1noc(C)c1NC(=O)N(C)C[C@@H]1OCCCC[C@@H](C)Oc2ccc(NC(=O)C3CCCCC3)cc2C(=O)N([C@H](C)CO)C[C@@H]1C,·,-0.2
O=C(NCC[C@@H]1CC[C@@H](NC(=O)C2CCC2)[C@H](CO)O1)c1cnccn1,19,-0.4
COc1ccc(-c2cnc3c(c2)C(=O)N([C@@H](C)CO)C[C@@H](C)[C@H](CN(C)C(=O)C2CCOCC2)O3)cc1,10,-5.4
C[C@H](CO)N1C[C@H](C)[C@@H](CN(C)C(=O)NC2CCCC2)Oc2cc(-c3cccnc3)ccc2S1(=O)=O,-18,0.3
NCC[C@@H]1CC[C@@H](NC(=O)CCN2CCCCC2)[C@H](CO)O1,4,0.0
CC(C)COC(=O)N(C)C[C@@H]1OCc2cnnn2CCCC(=O)N([C@@H](C)CO)C[C@@H]1C,4,3.6
C[C@@H]1CN([C@@H](C)CO)C(=O)c2cc(-c3ccccc3)cnc2O[C@@H]1CN(C)C,-2,-1.2
COCC(=O)N(C)C[C@H]1Oc2cc(C#C[C@H](C)O)ccc2S(=O)(=O)N([C@@H](C)CO)C[C@@H]1C,-7,-3.3
Cc1ccccc1OCCn1c(C(O)c2ccccc2)nc2ccccc21 (stereo unspecified),8,0.1
O=C(C[C@@H]1C[C@H]2c3cc(NS(=O)(=O)c4ccc(F)cc4)ccc3O[C@H]2[C@H](CO)O1)NCCc1ccccc1,-5,0.1
CCCN(C)C[C@H]1OCCCC[C@@H](C)Oc2ccc(NS(=O)(=O)c3ccc(F)cc3)cc2C(=O)N([C@@H](C)CO)C[C@@H]1C,-15,0.0
C[C@H]1CN([C@@H](C)CO)C(=O)c2cc(N(C)C)ccc2O[C@@H]1CN(C)C(=O)NC1CCCCC1,2,-1.1
CC(=O)c1cccc(N(CC(=O)N2CCOCC2)S(C)(=O)=O)c1,0,0.5
COC(=O)c1ccccc1NC(=O)Cn1nc(C(F)(F)F)c2c1CCCCC2,9,-0.8
C[C@H]1CN([C@@H](C)CO)C(=O)Cc2cc(NS(=O)(=O)c3cn(C)cn3)ccc2O[C@@H]1CN(C)Cc1ccc(C(=O)Nc2ccccc2N)cc1,-1,0.2
CCC(=O)Nc1ccc2c(c1)C(=O)N(C)C[C@@H](OC)[C@H](C)CN(Cc1ccccc1C(=O)O)[C@@H](C)CO2,-5,-0.5
O=C(NCC[C@@H]1CC[C@H](NS(=O)(=O)c2ccc(Cl)cc2)[C@H](CO)O1)c1ccc2c(c1)OCO2,-6,-0.2
C[C@@H]1CN([C@H](C)CO)C(=O)c2cc(NC(=O)Nc3ccc(C(F)(F)F)cc3)ccc2O[C@@H]1CN(C)Cc1ccc2c(c1)OCO2,·,1.0
C[C@H](CO)N1C[C@H](C)[C@@H](CN(C)S(C)(=O)=O)Oc2ccc(NC(=O)Nc3ccccc3)cc2CC1=O,-3,·
CCC(=O)N[C@H]1CC[C@@H](CC(=O)NCc2ccccc2OC)O[C@@H]1CO,10,0.0

Next section:
SMILES,PRC2 inh,IDH1 mut inh
COCC(=O)N(C)C[C@H]1Oc2ncc(/C=C/c3ccccc3)cc2C(=O)N([C@H](C)CO)C[C@H]1C,-6,0.2
CCCN(C)C[C@H]1Oc2ncc(C#CCC(C)C)cc2C(=O)N([C@H](C)CO)C[C@@H]1C,-22,-1.1
CC1(C)CC(n2c(SCC(=O)c3ccc(Br)cc3)nc3ccccc3c2=O)CCO1 (stereo unspecified),17,1.3
CCCC(=O)Nc1ccc2c(c1)OC[C@@H](C)N(C(=O)c1ccccn1)C[C@H](C)[C@H](OC)CN(C)C2=O,13,-0.4
C/C=C/c1ccc2c(c1)O[C@H](CN(C)C(=O)c1ccc(F)cc1)[C@H](C)CN([C@@H](C)CO)S2(=O)=O,26,-0.8
COc1ccc(NC(=O)N(C)C[C@H]2Oc3ncc(C#C[C@H](C)O)cc3C(=O)N([C@H](C)CO)C[C@H]2C)cc1,19,·
COc1cccc(S(=O)(=O)N(C)C[C@@H]2Oc3cc(C4=CCCC4)ccc3S(=O)(=O)N([C@@H](C)CO)C[C@@H]2C)c1,·,-0.2
CCCNC(=O)N1[C@H](C#N)[C@@H](c2ccc(C3=CCCC3)cc2)[C@H]1CO,·,0.8
CCCNC(=O)N(C)C[C@@H]1Oc2ncc(C#C[C@H](C)O)cc2C(=O)N([C@H](C)CO)C[C@H]1C,-13,·
C[C@H]1CN([C@@H](C)CO)C(=O)c2cc(NC(=O)Nc3ccc(F)cc3)ccc2O[C@@H]1CN(C)C(=O)NC1CCCCC1,2,0.8
O=C(NCCN1CCOCC1)[C@@]1(Cc2ccccc2)COC(c2ccc(OCCCO)cc2)=N1,7,-0.4
CCCN(C)C[C@H]1OCCCC[C@H](C)Oc2ccc(NS(=O)(=O)c3ccc(C)cc3)cc2C(=O)N([C@H](C)CO)C[C@H]1C,-31,-1.1
O=C(C[C@@H]1C=C[C@H](NC(=O)c2cccc(F)c2)[C@@H](CO)O1)NCCN1CCCC1,15,0.3
CO[C@H]1CN(C)C(=O)c2ccc(NC(=O)C3CCCCC3)cc2OC[C@@H](C)N(Cc2cccnc2)C[C@H]1C,3,0.3
C[C@H](CO)N1C[C@H](C)[C@@H](CN(C)C(=O)Nc2cccc3ccccc23)Oc2c(NS(C)(=O)=O)cccc2C1=O,3,-2.2
CCC1NC(=O)c2cc(S(N)(=O)=O)c(Cl)cc2N1 (stereo unspecified),·,0.6
CC(Sc1nc(N)cc(=O)[nH]1)C(=O)Nc1cccc(Cl)c1 (stereo unspecified),-15,0.2
C[C@H]1CN([C@@H](C)CO)C(=O)Cc2cc(NC(=O)NC3CCCCC3)ccc2O[C@H]1CN(C)C(=O)NC1CCCCC1,·,4.2
O=C(CSc1ncn(-c2ccccc2)n1)Nc1ccc2c(c1)OCCO2,7,0.3
COc1ccc(NC(=O)Nc2cccc3c2O[C@@H](CN(C)C(=O)Nc2ccc(C(F)(F)F)cc2)[C@H](C)CN([C@@H](C)CO)C3=O)cc1,·,1.1
C[C@@H](O)C#Cc1cnc2c(c1)C(=O)N([C@@H](C)CO)C[C@H](C)[C@H](CN(C)C(=O)CC1CC1)O2,-11,-6.0
Cc1noc(C)c1NC(=O)N(C)C[C@H]1Oc2ccc(NC(=O)Nc3ccc4c(c3)OCO4)cc2CC(=O)N([C@H](C)CO)C[C@@H]1C,·,-0.3
CSc1ccccc1-n1nnnc1SCC(=O)Nc1ccccc1Cl,-1,0.2
Oc1ccc(-c2nc(-c3ccc(F)cc3)c(-c3ccncc3)[nH]2)cc1,-13,5.6
CCOc1ccccc1NC(=O)CSc1n[nH]c(N)n1,1,0.9

(cont.)
SMILES,PRC2 inh,IDH1 mut inh
CO[C@@H]1CN(C)C(=O)c2cc(NS(C)(=O)=O)ccc2OC[C@H](C)N(Cc2ccccn2)C[C@H]1C,7,0.5
CC(C)C#Cc1cnc2c(c1)C(=O)N([C@H](C)CO)C[C@H](C)[C@H](CN(C)Cc1ccccn1)O2,·,1.0
Cc1ccc(S(=O)(=O)N[C@H]2CC[C@@H](CC(=O)N3CCc4ccccc4C3)O[C@@H]2CO)cc1,-5,0.4
Cc1cc(C(=O)Nc2cccc3c2O[C@H](CN(C)Cc2ccncc2)[C@@H](C)CN([C@H](C)CO)C3=O)n(C)n1,-2,3.1
Cc1ccc(/C=N/NC(=O)c2ccccn2)o1,3,0.0
CO[C@@H]1CN(C)C(=O)c2cc(NC(=O)C3CCCC3)ccc2OC[C@H](C)N(CC2CC2)C[C@H]1C,10,0.0
C[C@@H]1CN([C@@H](C)CO)S(=O)(=O)c2ccc(-c3cncnc3)cc2O[C@@H]1CN(C)C(=O)C1CC1,7,·
Cc1ccc(-c2nnc(SCC(=O)Nc3ccc(Br)c(Cl)c3)n2C)cc1,-13,0.0
CCCNC(=O)N(C)C[C@H]1Oc2cc(Br)ccc2S(=O)(=O)N([C@@H](C)CO)C[C@@H]1C,0&4,3.6
C[C@@H]1CN([C@H](C)CO)C(=O)Cc2cc(NC(=O)CCCCCC(=O)Nc3ccccc3N)ccc2O[C@@H]1CN(C)S(=O)(=O)c1cccs1,-19,1.8
Cc1nc(NCC2CCCO2)c2c(C)c(C)sc2n1 (stereo unspecified),-3,0.7
Cc1noc(C)c1S(=O)(=O)N(C)C[C@@H]1OCCCC[C@H](C)Oc2ccc(NC(=O)NC3CCCCC3)cc2C(=O)N([C@@H](C)CO)C[C@H]1C,·,0.7
C[C@H]1CCCCO[C@@H](CN(C)C(=O)CCC(F)(F)F)[C@@H](C)CN([C@@H](C)CO)C(=O)c2cc(NC(=O)c3ccccc3)ccc2O1,·,1.2
CCCC#Cc1cnc2c(c1)C(=O)N([C@@H](C)CO)C[C@@H](C)[C@@H](CN(C)C(=O)Nc1ccccc1F)O2,-5,0.8
C[C@@H]1CN([C@H](C)CO)C(=O)c2cc(C3=CCCCC3)cnc2O[C@@H]1CN(C)C(=O)c1ccncc1,2,-5.4
Cc1cccc(CN(C)C[C@@H]2Oc3ncc(-c4cccc(F)c4)cc3C(=O)N([C@H](C)CO)C[C@@H]2C)c1,4,-1.3
CCCN(C)C[C@H]1OCCCC[C@H](C)Oc2ccc(NC(=O)CCC(F)(F)F)cc2C(=O)N([C@H](C)CO)C[C@H]1C,-7,·
C[C@H](CO)N1C[C@H](C)[C@H](CN(C)S(C)(=O)=O)Oc2ccc(NC(=O)NC3CCCCC3)cc2C1=O,-6,·
O=C(C[C@H]1C=C[C@H](NC(=O)Nc2ccc3c(c2)OCO3)[C@H](CO)O1)NCc1ccccc1,7,0.3
Cc1noc(C)c1S(=O)(=O)Nc1ccc2c(c1)C(=O)N([C@@H](C)CO)C[C@@H](C)[C@H](CN(C)Cc1ccncc1)OCCCC[C@H](C)O2,·,4.8
Cc1ccc(C)c(N(CC(=O)Nc2cccc([N+](=O)[O-])c2C)S(C)(=O)=O)c1,7,-0.2
C[C@H]1CN([C@@H](C)CO)C(=O)c2cccc(NC(=O)c3ccc(-c4nccs4)cc3)c2O[C@@H]1CN(C)Cc1ccc(C(F)(F)F)cc1,·,-0.7
C[C@H](C(=O)N(C)C[C@@H]1OCc2ccccc2-c2ccccc2C(=O)N([C@H](C)CO)C[C@@H]1C)c1ccccc1,13,-3.2
C[C@H]1CN([C@@H](C)CO)S(=O)(=O)c2ccc(C3=CCCC3)cc2O[C@H]1CN(C)S(=O)(=O)c1cn(C)cn1,6,-49
C[C@@H]1CN([C@H](C)CO)C(=O)c2cc(-c3ccc(F)cc3)cnc2O[C@H]1CN(C)C(=O)c1ccccn1,7,-4.4

(cont.)
SMILES,PRC2 inh,IDH1 mut inh
[N-]=[N+]=NCc1ccccc1C[C@]1(C(=O)NCC(O)CO)COC(c2ccc(OCCCO)cc2)=N1 (stereo partly specified),-12,·
C[C@H]1CN([C@@H](C)CO)C(=O)CCCn2cc(nn2)CO[C@H]1CN(C)C(=O)Nc1ccc(N2CCCCC2)cc1,7,-4.7
Cc1noc(C)c1S(=O)(=O)N(C)C[C@@H]1Oc2ccc(NC(=O)Nc3ccc(C(F)(F)F)cc3)cc2CC(=O)N([C@H](C)CO)C[C@@H]1C,·,0.3
O=C(Nc1ccc(Br)c2cccnc12)c1ccc(Cn2cc(Cl)cn2)o1,-2,-0.2
O=C(C[C@@H]1C[C@@H]2c3cc(NC(=O)C4CCC4)ccc3O[C@@H]2[C@H](CO)O1)NCc1cccc(F)c1,2,0.0

Complete entries, looked up by structure.
Cc1noc(C)c1S(=O)(=O)N(C)C[C@@H]1Oc2ccc(NC(=O)Nc3ccc(C(F)(F)F)cc3)cc2CC(=O)N([C@H](C)CO)C[C@@H]1C is listed with PRC2 inh = ·; IDH1 mut inh = 0.3
[N-]=[N+]=NCc1ccccc1C[C@]1(C(=O)NCC(O)CO)COC(c2ccc(OCCCO)cc2)=N1 (stereo partly specified) is listed with PRC2 inh = -12; IDH1 mut inh = ·

Single entries from the list.
In IDH1 mut inh, `Cc1noc(C)c1S(=O)(=O)N(C)C[C@@H]1Oc2ccc(NC(=O)Nc3ccc(C(F)(F)F)cc3)cc2CC(=O)N([C@H](C)CO)C[C@@H]1C` has the entry 0.3
In PRC2 inh, `[N-]=[N+]=NCc1ccccc1C[C@]1(C(=O)NCC(O)CO)COC(c2ccc(OCCCO)cc2)=N1` (stereo partly specified) has the entry -12
In PRC2 inh, `C[C@H]1CN([C@@H](C)CO)C(=O)CCCn2cc(nn2)CO[C@H]1CN(C)C(=O)Nc1ccc(N2CCCCC2)cc1` has the entry 7
In IDH1 mut inh, `O=C(C[C@@H]1C[C@@H]2c3cc(NC(=O)C4CCC4)ccc3O[C@@H]2[C@H](CO)O1)NCc1cccc(F)c1` has the entry 0.0
In IDH1 mut inh, `O=C(Nc1ccc(Br)c2cccnc12)c1ccc(Cn2cc(Cl)cn2)o1` has the entry -0.2

Not all compounds are listed; count on the stated rates, not on these rows.
